# pAkt inh = inhibitors of Akt phosphorylation; AID 651550; Neuro2A IGF-stimulated pAkt S473 HTRF, 20 min; active compounds read low; activity change, % for hits at 50 µM; 360,000 compounds, 0.32% hits; in the data active = activity change below about -80%; inconclusive = mostly about -51% to -80%; also: % is scaled to controls: 0 for no effect and ±100 for the full control effect
#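 Neuro2A cells in DMEM with 0.5% FBS, overnight at 37 deg C, given compound at single 50 µM final, then IGF (6 nM final) for 20 min at 37 deg C. Lysed; phospho-Akt Ser473 by HTRF after 24 h, 665/615 ratio.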
# GLP1R cytotox = cytotoxicity in counter-screen for GLP-1R inverse agonists; HEK293 cAMP-luciferase reporter cells, luminescence, 24 h; Potency, µM (doses to about 38.3 µM), for inactives: top-dose activity change, negative = inhibition, usual class: inhibitors; 410,000 compounds, 0.13% hits;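 also: loss of luciferase light is scored as toxicity; potency is read from the fitted curve at half-maximal effect; % is scaled to controls: 0 for no effect and ±100 for the full control effect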
#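 Compound-treated cells are incubated 24 hr at 37 deg C under 5% CO2 after a 12 hour attachment period, then luciferase detection reagent is added and luminescence is measured following 12 min at room temperature; lowered signal indicates toxicity.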
# aSyn yeast inh = inhibitors of alpha-synuclein toxicity in yeast | Potency, µM (titrated, usually from 46.1 µM), inactives show top-dose growth rescue (activation), most hits filed as activators | Yeast expressing alpha-synuclein, growth rescue, BacTiter-Glo, 24 h | 370,000 compounds, 0.14% hits; also: potency is read from the fitted curve at half-maximal effect; % of control where 0% means no effect; nearly all actives have a fitted effect of over 65% in size
#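 Galactose-induced alpha-syn yeast (OD600=0.02, raffinose-pregrown) + pinned cpd, 24 hr, 30 deg C; growth by BacTiter-Glo luminescence. Growth restoration scores as activation.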
# Abeta yeast res = A-beta toxicity reversal in yeast. yeast expressing A-beta42, growth rescue, OD600, 48 h; response scale: 0% DMSO, 100% iron-clioquinol control. Potency, µM (doses to about 46.1 µM), inactives show at the top dose growth rescue, most hits filed as activators. 410,000 compounds, 0.063% hits; also: potency is read from the fitted curve at half-maximal effect; nearly all actives have a fitted effect of over 55% in size
#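 Yeast A-beta toxicity model in growth medium with pinned compounds, 48 h at 30 C; growth read as absorbance at 600 nm. Normalized to FeCl3/clioquinol equimolar mix (positive) and DMSO (negative).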
# PTHR1 agonist = PTHR1 (human) receptor agonism; Potency, µM (doses to about 115 µM), without a hit: at the top dose activation, usual class: activators; 410,000 compounds, 0.075% hits; AID 743266; HEK293 GP2 PTHR1 cells, GloSensor cAMP luminescence, 1 h; also: potency is read from the fitted curve at half-maximal effect; nearly all actives have a fitted effect of over 55% in size; some results filed as inactive show a strong effect at the top dose; inactives centre near -15; many of its hits are not listed in these tables
# Target sequence (Q03431 whole entry, looked up): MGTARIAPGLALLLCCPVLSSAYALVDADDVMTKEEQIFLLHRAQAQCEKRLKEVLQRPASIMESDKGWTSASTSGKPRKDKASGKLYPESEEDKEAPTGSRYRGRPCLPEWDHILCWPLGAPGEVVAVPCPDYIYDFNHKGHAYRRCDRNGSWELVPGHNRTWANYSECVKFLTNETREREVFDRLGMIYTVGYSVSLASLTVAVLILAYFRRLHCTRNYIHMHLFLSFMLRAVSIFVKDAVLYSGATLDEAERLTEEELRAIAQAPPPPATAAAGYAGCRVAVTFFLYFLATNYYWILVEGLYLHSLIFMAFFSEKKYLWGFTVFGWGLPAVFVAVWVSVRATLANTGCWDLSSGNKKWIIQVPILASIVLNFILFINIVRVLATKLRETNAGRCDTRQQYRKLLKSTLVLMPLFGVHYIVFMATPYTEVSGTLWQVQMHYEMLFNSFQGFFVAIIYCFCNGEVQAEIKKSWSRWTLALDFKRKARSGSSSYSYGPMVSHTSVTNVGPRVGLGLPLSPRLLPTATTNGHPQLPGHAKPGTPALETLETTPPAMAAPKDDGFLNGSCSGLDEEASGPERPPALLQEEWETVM
#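 HEK-293-derived GP2 cells expressing PTHR1 and a GloSensor cAMP reporter, 3,000/well, plated overnight, given luciferin plus IBMX (each 0.5 mM as added) for 1 h at 37 °C, then compound for 1 h at 37 °C. Luminescence was read after 15 min at room temperature.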
# TDP-43 yeast inh = rescues yeast growth from TDP-43 toxicity; Potency, µM (titrated, usually from 46.1 µM), inactives show top-dose growth rescue (activation), actives largely listed as activators; TDP-43 expressing yeast growth rescue, BacTiter-Glo, 24 h; 410,000 compounds, 1.8% hits; AID 652104; also: potency is read from the fitted curve at half-maximal effect; % of control where 0% means no effect; nearly all actives have a fitted effect of over 50% in size
#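 Readout is BacTiter-Glo luminescence of cell growth, so inhibitors register as activators. TDP-43-expressing yeast at OD600=0.02 in galactose medium, after raffinose pregrowth to mid-log, were incubated with compound for 24 hr at 30 deg C.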
# GLP1R inv ag = inverse agonists of human GLP-1 receptor; Potency, µM (doses to about 38.3 µM), for inactives: at the top dose activity change, negative = inhibition, hits mostly inhibitors; 410,000 compounds, 1.6% hits; P43220; HEK293 GLP-1R CRE-luciferase, luminescence, 24 h; GLP-1R form is constitutively active; also: potency is read from the fitted curve at half-maximal effect; % is scaled to controls: 0 for no effect and ±100 for the full control effect; nearly all actives have a fitted effect of over 55% in size
# Target sequence (P43220 whole entry, looked up): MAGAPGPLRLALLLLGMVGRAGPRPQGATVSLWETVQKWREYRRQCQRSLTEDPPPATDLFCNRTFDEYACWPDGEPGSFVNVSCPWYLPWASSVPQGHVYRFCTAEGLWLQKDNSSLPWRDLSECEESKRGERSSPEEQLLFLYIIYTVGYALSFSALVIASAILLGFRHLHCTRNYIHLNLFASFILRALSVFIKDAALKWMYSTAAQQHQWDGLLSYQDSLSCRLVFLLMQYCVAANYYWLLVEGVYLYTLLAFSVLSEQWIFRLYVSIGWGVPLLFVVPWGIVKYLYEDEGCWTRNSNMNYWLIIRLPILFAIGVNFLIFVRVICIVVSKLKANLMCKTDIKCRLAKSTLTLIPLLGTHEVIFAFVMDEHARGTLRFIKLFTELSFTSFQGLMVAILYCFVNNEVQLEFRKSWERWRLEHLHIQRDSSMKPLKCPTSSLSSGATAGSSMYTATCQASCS
#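 qHTS in 1536-well format: reporter HEK293 cells expressing constitutive GLP-1R activity in DMEM + 10% Nu serum, 24 hr with compounds at 37 deg C, luminescence read after 12 min with detection reagent.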
# FUS suppressor = suppressors of FUS proteinopathy in yeast. S. cerevisiae FUS-expressing, growth rescue, OD600, 24 h. Potency, µM (series often up to 76.6 µM), for inactives: top-dose growth rescue (activation), most hits filed as activators. 390,000 compounds, 0.24% hits. AID 1347120;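 also: potency is read from the fitted curve at half-maximal effect; plate controls were DMSO vehicle for no effect and reference control for full effect; nearly all actives have a fitted effect of over 55% in size; some results filed as inactive show a strong effect at the top dose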
#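 Absorbance at 600 nm, taken 24hr after compound addition, measured rescue of FUS-yeast growth at 30C. Induction used 2% galactose with seeding at OD 0.005. Controls: CP55940 from 92uM final, DMSO only.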
# Mm-Cpn inhibitor = M. maripaludis TRiC chaperonin inhibition. 330,000 compounds, 0.031% hits. purified Mm-Cpn ATPase, ADP Transcreener TR-FRET. Potency, µM (doses to about 76.9 µM), without a hit: at the highest dose activity, negative = inhibition, actives largely listed as inhibitors; also: potency is read from the fitted curve at half-maximal effect; % is scaled to controls: 0 for no effect and ±100 for the full control effect; nearly all actives have a fitted effect of over 80% in size
#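 ATPase read-out: TR-FRET ADP immunoassay (anti-ADP Eu cryptate vs ADP-d2), ex 320 nm, em 590/665 nm; signal drops as ADP forms. Enzyme 25 nM, ATP 10 uM, 30 min at 37°C after 10 min compound preincubation.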
# An asterisk follows results filed as active; i = inactive; ? = inconclusive; . = not tested or not shown; [ ] = dose if it differs, or a comment. Unless noted, calls follow the shape of the dose curve; as a rule, active = well fitted curve in the direction sought with a large enough effect; inconclusive = small, poorly fitted or top-dose-only effect, or another doubt; inactive = no such curve, though single readings can be large; an effect the other way counts as inactive or inconclusive. Not all compounds are listed (hit frequency here may not be typical).
mol	pAkt inh	GLP1R cytotox	aSyn yeast inh	Abeta yeast res	PTHR1 agonist	TDP-43 yeast inh	GLP1R inv ag	FUS suppressor	Mm-Cpn inhibitor
Cc1ccc(NC(=S)NCCO)c(C)c1	i	-8%	-12%	0%	i	-9%	0%	0%	1%
COc1ccc(-c2cc(CS(=O)(=O)c3ccccc3)on2)cc1	i	-2%	4%	-5%	-35%	-20%[0.397 µM]	?	12%	-2%
COc1ccc2occ(C(=O)c3coc4ccc(O)c(CN(C)C)c34)c2c1	i	-20%	5%	19%	i	8%	-24%	29%	1%
CCNc1nc(NCC)n2c(SCC(=O)Nc3ccc(CC)cc3)nnc2n1	i	20%	-5%	-21%	i	4%	-6%	8%	-2%
Cc1cccc(NC(=O)Nc2nnc([C@H]3C[C@H](O)[C@@H](CO)O3)s2)c1	i	-5%	-2%	8%	i	16%	18%	-22%	.
C=CCSc1ncc(C(=O)OCC)c(N)n1	i	9%[7.66 µM]	0%	4%	-22%	5%[9.22 µM]	23%[7.66 µM]	-2%	-3%
Cc1cccc(NS(=O)(=O)c2ccc3[nH]c4c(c3c2)CCCCCC4)c1	.	?	.	10%	-92%[inhibitor]	?	8.9µM*	?	.
N#Cc1ccc(C(=O)Nc2ccc(N3CCN(C(=O)c4ccco4)CC3)cc2)c(F)c1	i	3%	-7%	-4%	-13%	-12%	4%	15%	-2%
c1ccc2c(c1)oc1c(N3CCN(Cc4ccc5c(c4)OCO5)CC3)ncnc12	i	-25%	-5%	0%	-94%[inhibitor]	-1%	?	-2%	2%
CCOC(=O)c1ccc(NC(=O)c2oc3ccc4c(c3c2C)C(=O)CC(C)(CC)O4)cc1 (stereo not given)	.	16%	.	-5%	-47%[inhibitor]	27%	?	-23%	.
O=C1N[C@@H](Cc2ccccc2)C(=O)N2[C@@H]1C[C@]1(Br)c3ccccc3N(S(=O)(=O)c3ccccc3)[C@H]21	i	7%	1%	0%	-30%[inhibitor]	?	6%	?	.
O=C(CN1C(=O)CSc2ccccc21)Nc1ccccc1C(=O)N1CCOCC1	i	1%	-2%	-8%	i	-11%	-7%	15%	0%
CCOC(=O)N1CCN(C(=O)c2ccc3c(=O)n(-c4ccc(F)cc4)c(=S)[nH]c3c2)CC1	i	-6%	-2%	-12%	-76%[inhibitor]	5%	0%	12%	-1%
Fc1cc(F)nc(NCc2ccccc2)n1	i	11%	6%	-4%	-20%	10%	2%	-18%	3%
CCn1c(CN2CCOCC2)nc2cc(NC(=O)c3ccc([N+](=O)[O-])cc3)ccc21	.	22%	.	-10%	-78%[inhibitor]	-3%	6%	14%	.
CNS(=O)(=O)c1cccc(C(=O)OCC(=O)Nc2ccc(-c3nc4ccc(C)cc4s3)cc2)c1	i	-4%	8%	0%	-23%	-5%[9.22 µM]	7%	5%	-10%
O=C(CSc1nc(-c2cccs2)cc(C(F)(F)F)n1)Nc1ccccc1Cl	.	1%	.	-9%	-32%	-10%	3%	-14%	.
CN(Cc1ccccn1)C(=O)C1CCC(=O)N(Cc2cccc(F)c2)C1 (stereo not given)	.	7%	-1%	-5%	i	9%	-4%	-27%	1%
COc1ccc(S(=O)(=O)N2CCCCC2c2cc(C(=O)Nc3ccccc3)no2)cc1 (stereo not given)	i	3%	3%	-7%	-74%[inhibitor]	-10%	-7%	-20%	.
CC1CCN(S(=O)(=O)c2cc(C(=O)Nc3ccccn3)ccc2Br)CC1	i	-5%	-43%[inhibitor]	-58%[inhibitor]	-39%[inhibitor]	-20%	?	12%	-4%
COc1ccc(-n2nc(C(=O)Nc3cc(C)ccn3)c3c4ccccc4n(C)c3c2=O)cc1	.	7%	.	-18%	i	7%	4%	-17%	.
COc1ccc(S(=O)(=O)N(C)C)cc1NS(=O)(=O)c1ccc(F)c(F)c1F	i	16%	-5%	-9%	?	-16%	34%[activator]	9%	0%
CCOc1ccc(S(=O)(=O)NCc2ccc3c(c2)OCO3)cc1NC(C)=O	i	-8%	?	15%	i	14%	-1%	-25%	-1%
CCC(=NNc1ccc([N+](=O)[O-])cc1[N+](=O)[O-])c1ccccc1	i	4%	-9%	-19%	-11%	-22%	4%	-6%	.
Cc1ccc(NC(=O)CSCC(=O)Nc2cccc(S(=O)(=O)N3CCCCCC3)c2)cc1	i	-10%	-6%	-11%	-31%[inhibitor]	0%	?	39%	1%
COc1ccc(C(=O)CN2C(=O)NC3(CCc4ccccc43)C2=O)c(OC)c1 (stereo not given)	i	-9%	15%	8%	i	-21%	13%	8%	1%
COCCn1c(SCc2nc3cc(OC)c(OC)cc3c(=O)[nH]2)nnc1-c1ccncc1	i	11%	0%	-3%	23%[57.5 µM]	-7%	16%	22%	0%
CCCC[C@@H]1CNC(=S)N1CCC12CC3CC(CC(C3)C1)C2	i	-11%	-4%	5%	-29%	0%	?	13%	.
CN(C(=O)CSc1ncnc2sccc12)c1c(N)n(Cc2ccccc2)c(=O)[nH]c1=O	i	-2%	1%	-3%	i	14%	-5%	-22%	-1%
Cc1ccc(C2=N/C(=C\c3ccc(F)cc3)C(=O)N2)cc1	i	2%	14%	-6%	-5%	15%	36%[activator]	-3%	-1%
O=C(N/N=C/c1cccc([N+](=O)[O-])c1)c1cc2c(ccc3ccccc32)o1	i	6%	0%	-6%	i	1%	14%	-12%	0%
O=C(CSc1nnc(SCc2ccc(F)cc2)s1)Nc1ccc(C(=O)O)cc1	i	?	-7%	-4%	-12%	-18%	-4%	3%	1%
O=C(Nc1ccc(Cl)c(Cl)c1)C1=Cc2ccccc2OC1	i	-27%	-14%	-43%[inhibitor]	-81%[inhibitor][57.5 µM]	25%	10µM*	19%	-1%
CC1Cc2ccccc2N1C(=O)CSc1nncs1 (stereo not given)	i	-4%	-1%	-14%	i	0%	-2%	.	0%
CCOC(=O)c1cc(-c2ccccc2)nc2c1c(C)nn2-c1ccccn1	i	-15%	0%	12%	i	-3%	?	55%	0%
Oc1ccccc1Nc1nc(NCc2ccccc2)c2ccccc2n1	i	?	12%	-30%	-33%[inhibitor]	-13%	?	23%	-3%
CCOC(=O)c1ccc(-c2cc(C)no2)[nH]1	i	?	2%	5%	-34%[inhibitor]	?	2%	.	-1%
O=C(CCNC(=O)c1ccccc1Cl)Nc1nc(-c2ccccc2Cl)cs1	i	-8%	22%	?	-21%	?	7.9µM*	33%	-9%
Cc1c(/C=N/NC(=O)CNc2ccccc2)c2ccccn2c1C(=O)c1ccccc1	i	-12%	24%	-13%	-13%	3%	?	.	0%
COc1ccccc1C(=O)Oc1c(Sc2ccccc2)c(C)nn1-c1ccccc1	.	-13%	.	-31%	-17%	21%	?	28%	.

# 2 of the compounds above, field by field.
O=C(N/N=C/c1cccc([N+](=O)[O-])c1)c1cc2c(ccc3ccccc32)o1
  pAkt inh: i	GLP1R cytotox: 6%	aSyn yeast inh: 0%	Abeta yeast res: -6%	PTHR1 agonist: i	TDP-43 yeast inh: 1%	GLP1R inv ag: 14%	FUS suppressor: -12%	Mm-Cpn inhibitor: 0%

O=C(CSc1nnc(SCc2ccc(F)cc2)s1)Nc1ccc(C(=O)O)cc1
  pAkt inh: i	GLP1R cytotox: ?	aSyn yeast inh: -7%	Abeta yeast res: -4%	PTHR1 agonist: -12%	TDP-43 yeast inh: -18%	GLP1R inv ag: -4%	FUS suppressor: 3%	Mm-Cpn inhibitor: 1%

# Next part.
mol	pAkt inh	GLP1R cytotox	aSyn yeast inh	Abeta yeast res	PTHR1 agonist	TDP-43 yeast inh	GLP1R inv ag	FUS suppressor	Mm-Cpn inhibitor
O=C1OC(Nc2ccccn2)c2ccccc21 (stereo not given)	i	-10%	2%	23%	i	8%	1%	-19%	-1%
S=C(NCCc1ccccc1)Nc1ccccc1	i	?	1%	?	i	?	?	-18%	1%
CCCCn1c(SCC(=O)N2CCC(C)CC2)nc2cc(S(N)(=O)=O)ccc21	i	0%	-1%	-5%	29%	-29%	6%	?	1%
COc1cc2nc(SCc3ccc(F)cc3)n3nc(CCn4c(C)nc5ccccc54)nc3c2cc1OC	.	1%	.	3%	-18%	-1%	4%	-12%	.
Cc1cccn2c(=O)c3cc(C#N)c(=O)n(-c4c(C)n(C)n(-c5ccccc5)c4=O)c3nc12	i	-25%	-11%	5%	12%	-19%	25%	63%	0%
O=[N+]([O-])c1cc2c(cc1/C=N/Nc1nc(Nc3ccccc3)nc(N3CCCCC3)n1)OCO2	i	-11%	-7%	2%	-4%[57.5 µM]	?	-9%	22%	1%
CC(=O)N1c2ccc(S(=O)(=O)N3CCCC3C(=O)NCc3ccc(Cl)cc3)cc2CC1C (stereo not given)	i	-18%	0%	12%	i	0%	2%	18%	1%
CC1CCCN(C(=O)CSc2nc3ccccc3o2)C1 (stereo not given)	i	?	-5%	-1%	-59%[inhibitor]	?	0%	21%	3%
COc1ccc(C=O)cc1Oc1nc(Cl)ncc1F	i	0%	-7%	-15%	i	-3%	4%	11%	0%
CC12C=CC(=O)C=C1C(F)CC1C3CCC(O)(C(=O)CO)C3(C)CC(O)C12F (stereo not given)	i	-9%	1%	0%	i	-2%	-41%	.	.
O=C(O)c1cc(-c2ccc(/C=C3\NC(=O)N(c4ccccc4)C3=O)o2)ccc1Cl	i	60%[activator]	-4%	6%	-20%	6%	14%	-6%	0%
Cc1nc2cc(Cl)c([N+](=O)[O-])cc2s1	i	-25%	-3%	-13%	-6%	-24%	-1%	-7%	4%
CCOc1ccccc1NC(=O)c1nc(S(=O)(=O)Cc2ccccc2)ncc1Cl	i	-24%	-8%	.	-49%[inhibitor]	?	-26%	-18%	-2%
